Compound activity as filed in PubChem.
NPR1 activator – GC-A stimulated cGMP production enhancers – HEK293 GC-A cells, cGMP TR-FRET, EC30 ANP, primary screen; Atrial natriuretic peptide receptor 1 (Homo sapiens), P16066; 0% at EC30 ANP, 100% saturating ANP; activation, % at 10 µM; 370,000 tested, 0.14% active; AID 1671463, 2021; in the data active means activation above about 40%
Target sequence (P16066 whole entry, looked up): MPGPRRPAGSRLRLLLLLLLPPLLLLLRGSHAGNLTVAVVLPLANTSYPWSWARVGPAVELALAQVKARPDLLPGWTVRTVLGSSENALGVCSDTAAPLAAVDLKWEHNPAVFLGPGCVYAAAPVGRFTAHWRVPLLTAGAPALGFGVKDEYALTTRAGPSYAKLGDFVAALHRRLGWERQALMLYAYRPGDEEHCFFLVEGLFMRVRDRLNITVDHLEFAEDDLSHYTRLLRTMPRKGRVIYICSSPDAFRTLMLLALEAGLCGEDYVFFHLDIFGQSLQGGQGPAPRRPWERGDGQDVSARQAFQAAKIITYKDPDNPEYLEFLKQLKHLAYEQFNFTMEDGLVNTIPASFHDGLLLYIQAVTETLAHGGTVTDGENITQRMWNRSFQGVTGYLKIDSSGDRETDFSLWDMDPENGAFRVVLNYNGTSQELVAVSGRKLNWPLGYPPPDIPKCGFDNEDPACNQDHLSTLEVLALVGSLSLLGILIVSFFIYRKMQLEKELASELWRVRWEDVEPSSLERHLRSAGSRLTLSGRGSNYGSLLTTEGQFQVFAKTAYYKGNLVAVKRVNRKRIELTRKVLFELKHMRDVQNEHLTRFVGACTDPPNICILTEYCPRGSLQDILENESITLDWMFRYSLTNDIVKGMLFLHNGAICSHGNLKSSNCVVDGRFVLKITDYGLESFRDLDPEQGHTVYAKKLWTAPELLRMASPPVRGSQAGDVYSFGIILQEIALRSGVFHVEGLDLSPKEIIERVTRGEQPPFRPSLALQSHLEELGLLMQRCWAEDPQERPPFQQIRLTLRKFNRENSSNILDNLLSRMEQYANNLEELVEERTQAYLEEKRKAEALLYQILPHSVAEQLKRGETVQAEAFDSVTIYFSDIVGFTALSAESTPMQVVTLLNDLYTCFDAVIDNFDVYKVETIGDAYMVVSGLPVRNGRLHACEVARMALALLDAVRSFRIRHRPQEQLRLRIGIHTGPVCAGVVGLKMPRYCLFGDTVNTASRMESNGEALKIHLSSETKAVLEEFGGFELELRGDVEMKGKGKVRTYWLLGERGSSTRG
GAA850 FXN act – FXN promoter activators, primary screen, cell-based, luciferase luminescence, HEK293 lucGAA850 | HEK293 lucGAA850 FXN promoter luciferase reporter, 24 h; percent of 10 µM SAHA response | AID 540364, 2011 | 360,000 tested, 0.56% active | activation, % at 6 µM;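 active means activation above the average of all compounds screened plus 3 SD, cutoff fixed separately per campaign, cut at about 7.5% in these data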;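 further: 0% = DMSO wells and 100% = 10 µM SAHA wells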
hcDAF-12 act – H. contortus DAF-12 nuclear receptor activators, primary screen, cell-based, luminescence, HEK293, lit1-tk-luc reporter. HEK293 hcDAF-12 lit1-tk-luc reporter; 0% DMSO, 100% Δ7-dafachronic acid. 370,000 tested, 1.4% active. activation, % at 6.8 µM;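 active means activation above the mean of all tested compounds plus 3 SD, cut at about 5.5% in these data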;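 further: 100% = response to 3 µM Δ7-dafachronic acid high control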
DAX1 inh-1 – DAX1 (NR0B1) inhibitors, primary screen, cell-based, HEK293, Gal4-DAX1, luciferase luminescence; Nuclear receptor subfamily 0 group B member 1 (Homo sapiens), P51843; HEK293 Gal4-DAX1 luciferase reporter; inhibition, % at 6.75 µM; 340,000 tested, 0.99% active; AID 504766, 2011;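 active means inhibition above the mean over all tested compounds plus 3 SD, cut at about 4.2% in these data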;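 further: 0% = DAX1-transfected cells with DMSO and 100% = empty-vector control cells with DMSO; inhibition shows as a rise in luminescence from relieved DAX1 repression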
ADAM17 inh – ADAM17 inhibitors, primary screen, biochemical, QFRET. 370,000 tested, 0.83% active. AID 720648, 2013. inhibition, % at 6.95 µM. recombinant ADAM17, EDANS/DABCYL FRET peptide cleavage;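 active means inhibition above the mean of compounds lying between control limits plus 3 SD, set per campaign, cut at about 8.5% in these data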;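 further: 0% = DMSO-only wells as the low control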
SMARCA2 act – SMARCA2 (BRM) function activators, primary screen, cell-based, luminescence, high throughput; MG213 cells, MMTV-luciferase reporter, dexamethasone, overnight; activation, % at 9.1 µM; 370,000 tested, 1% active; AID 652017, 2013; in the data active means activation above about 7.8%;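 further: 0% = vehicle wells and 100% = reference activator wells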
PG9 binder – binders of HIV-1 gp120 antibody PG9, primary screen, biochemical, TR-FRET. TR-FRET gp120-PG9 antibody binding. inhibition, % at 6.7 µM. 360,000 tested, 0.43% active. HIV-1 gp120 / PG9 antibody interaction; in the data active means inhibition above about 8.5%
ADAM10 inh – human ADAM10 inhibitors, primary screen, biochemical, QFRET, HTS | Disintegrin and metalloproteinase domain-containing protein 10 (Homo sapiens), O14672 | AID 720582, 2013 | recombinant ADAM10, EDANS/DABCYL FRET peptide cleavage, 3 h | 370,000 tested, 0.62% active | inhibition, % at 7 µM;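 active means inhibition above a per-campaign cutoff equal to the mean of compounds falling between control-based bounds plus 3 SD, cut at about 20% in these data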;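 further: 0% = DMSO wells while the 100% control is not disclosed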
DAX1 inh-2 – DAX1 (NR0B1) inhibitors on StAR promoter, primary screen, cell-based, luminescence, SF-1 (NR5A1), full-length DAX-1. HEK293T StAR-luciferase reporter, SF-1/DAX-1 repression relief. inhibition, % at 6.8 µM. 370,000 tested, 1.1% active. AID 652010, 2013;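 active means inhibition above the mean over all tested compounds plus 3 SD, cut at about 3.6% in these data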;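 further: 0% = DAX-1 cells with DMSO and 100% = cells lacking DAX-1 with DMSO; higher inhibition means more luminescence from relief of DAX-1 repression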
ssDAF-12 act – S. stercoralis DAF-12 nuclear receptor activators, primary screen, cell-based, luminescence, HEK293, GRIP1 co-expression, lit1-tk-luc. Nuclear hormone receptor DAF-12 (Strongyloides stercoralis). HEK293 ssDAF-12/GRIP1 lit1-tk-luc reporter; % of 3 µM dafachronic acid response. activation, % at 6.8 µM. 370,000 tested, 1% active;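 active means activation above the mean over all tested compounds plus 3 SD, cut at about 0.9% in these data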;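 further: 0% = DMSO-only wells and 100% = 3 µM delta7-dafachronic acid wells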
hgDAF-12 ag – H. glycines DAF-12 receptor agonists, primary screen, cell-based, luminescence, HEK293, GAL4 fusion, UAS-luciferase. Nuclear hormone receptor DAF-12 (Heterodera glycines), GAL4 fusion. HEK293 GAL4-hgDAF12 UAS-luciferase reporter, agonist luminescence; normalized to butyrate control. AID 687014, 2013. 370,000 tested, 1.8% active. activation, % at 6.8 µM;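 active means activation above a cutoff set at the mean of all screened compounds plus 3 SD, cut at about 10% in these data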;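 further: 0% = DMSO wells and 100% = sodium butyrate wells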
Active calls of the source: *; . = not tested or not shown.

SMILES	NPR1 activator	GAA850 FXN act	hcDAF-12 act	DAX1 inh-1	ADAM17 inh	SMARCA2 act	PG9 binder	ADAM10 inh	DAX1 inh-2	ssDAF-12 act	hgDAF-12 ag
Cc1cc2c(=Cc3ccc(N(C)C)cc3)c3ccccc3n2[n+]1C	-17	-8.3	-3.1	-4.2	-3	-8	-30	-6	-6.0	-2.5	-12
COC(=O)C(Cc1ccccc1)NC(=O)CCNC(=O)c1ccco1 (stereo not given)	5	1.2	-2.3	-1.7	1	0	-1.6	11	0.0	-1.2	-0.8
COc1cc(OC)c(C(=O)Nc2ccc(N(C)C)cc2)cc1OC	0	2.4	0.9	0.2	2	-2	-1.8	-5	0.2	-0.8	-0.5
FC(F)(F)c1cccc(Oc2ccc3c(C(F)(F)F)cc(C(F)(F)F)nc3n2)c1	-3	-3.6	-1.1	1.4	-6	-1	-0.7	-5	0.2	-1.0	-1.1
Cc1c(C(=O)Oc2cc(N)n(S(C)(=O)=O)n2)cccc1[N+](=O)[O-]	10	-0.3	-1.1	-1.0	-5	-2	0.6	-9	-0.3	-1.0	-0.9
Cc1ccc(S(=O)(=O)N(C)c2cccc3c2S(=O)(=O)N([C@H](C)c2ccccc2)C[C@@H](COCc2ccccc2)O3)cc1	0	.	-2.9	.	3	-6	-0.3	11	-2.4	-2.1	-2.7
Cc1cc(OCC(=O)NCCN2CCOCC2)ccc1Br	4	0.1	-0.4	0.3	-6	-1	-0.9	-3	0.3	-0.8	1.7
O=S(=O)(Nc1nc2ccccc2nc1NCc1ccco1)c1ccccc1	-5	1.8	-1.2	-0.5	-19	2	-1.3	-76	-0.2	-0.8	-1.2
Cc1c(NC(=O)Cc2cccs2)cccc1[N+](=O)[O-]	-3	0.8	1.1	1.9	-2	0	-0.1	2	0.7	-1.2	-2.3
O/N=C\c1ccccc1Oc1ccc(F)cc1	7	-0.3	0.8	-0.9	1	0	-1.9	7	-1.2	-1.0	3.4
CC(C)Oc1c(N2CCOCC2)c(=O)c1=O	0	0.1	1.4	-1.1	-1	0	-0.2	-8	0.5	-0.8	2.2
Cc1cccc(C)c1OCC(=O)N/N=C/C=C/c1ccco1	-2	2.8	0.0	-0.6	1	5	-2.4	1	-0.2	-0.6	-1.1
CC1CN(CC(=O)NC(C)c2ccccc2)CC(C)O1 (stereo not given)	-2	2.0	-1.8	-0.8	-4	-4	0.8	-2	-0.2	-1.4	-0.5
CCOC(=O)c1c(NC(=O)c2ccc(Br)o2)sc(C)c1CC	-5	-0.4	-1.6	-0.1	-10	1	3.0	-31	-0.3	-1.1	-1.8
O=C(NCCCN1CCOCC1)c1c(F)cccc1F	4	-0.4	1.6	0.0	1	1	-0.6	4	-0.4	-1.9	0.3
CC1CCC(NC(=O)CSc2nncs2)CC1 (stereo not given)	1	1.3	-0.4	0.9	-1	2	0.5	-1	1.0	-0.9	8.1
Cc1ccc(NC(=O)CSc2nc3nc(C)c(Br)cc3[nH]2)cc1F	1	-1.5	0.4	-0.9	0	-2	2.4	-2	-0.2	-0.6	1.4
C[C@@](Cc1ccc(O)c(O)c1)(NN)C(=O)O	3	3.2	-2.4	-1.4	-6	-4	-0.3	-15	-0.4	-0.8	-2.3
COC(=O)c1sccc1NC(=O)Cc1ccc(Br)cc1	-8	1.6	-1.1	0.1	-3	3	-0.3	-5	0.5	-1.5	-0.1
CN1/C(=C\C=C2/SC(=S)NC2=O)C(C)(C)c2ccccc21	-5	-2.4	-4.4	-3.9	5	-6	-5.6	2	-2.6	-2.5	-5.4
COc1ccc(NC2CCN(C3CC(=O)N(c4ccc(F)c(Cl)c4)C3=O)CC2)cc1 (stereo not given)	0	-2.2	-0.1	-0.3	2	1	-2.3	2	-0.2	-1.1	0.9
O=C1CC(=O)CC(c2ccccc2)C1	5	-0.5	-0.2	0.4	-5	2	-1.2	-3	-0.6	-0.7	-0.5
COc1cc(C2C(=O)N(C3CCCC3)CC(=O)N2Cc2ccco2)ccc1OC(C)C (stereo not given)	1	1.2	-0.9	0.2	-1	-2	2.3	6	-0.1	-1.8	-0.6
CCC1(c2ccccc2)NC(=O)N(CC(=O)N(C)Cc2ccccc2)C1=O (stereo not given)	-3	1.7	1.7	-1.2	-3	-1	0.2	1	-0.4	-0.8	0.8
Cn1c(=O)n(C)c2cc(NS(=O)(=O)c3ccc(C(C)(C)C)cc3)ccc21	-4	5.5	-3.9	-1.4	-2	-8	-1.9	1	-1.9	-1.8	-4.1
Cc1ccc(-n2cc(CN3CCC(CO)(Cc4ccccc4)CC3)cn2)cc1	-7	.	-3.7	.	6	-3	1.2	4	-1.2	-2.1	-4.8
Cc1ccc2c(c1)C1C3CCC(C3)C1S(=O)N2 (stereo not given)	1	-0.6	-0.4	-1.1	-8	-3	-2.0	-7	-0.8	-1.0	-0.1
N#Cc1c(-c2ccccc2)cc(-c2ccc3c(c2)OCO3)[nH]c1=O	0	0.8	2.4	0.1	-56	-4	4.5	-281	0.8	0.5	-2.1
COC(=O)c1ccc(CNC(=O)c2ccc(OCC(=O)N3CCOCC3)c(OC)c2)cc1	-2	-0.1	-1.2	1.0	-3	-3	-0.7	-12	-0.7	-1.3	-2.1
CC(=O)c1cccc(OC(=O)c2ccccc2)c1	6	0.5	-1.0	2.3	0	-1	0.3	-4	0.2	-0.1	1.1
CCC1(CC)C(=O)C2=C3C1[C@H](C(=O)OC)C=C(C(=O)OC)C[C@H]3n1c(=O)n(C)c(=O)n1[C@H]2C (stereo not given in full)	-2	1.5	-1.0	0.8	-1	1	-0.8	2	-0.3	-1.3	2.0
CCCCN(C(=O)c1ccc(N(C)S(=O)(=O)c2ccc(C)cc2)cc1)c1c(N)n(CC(C)C)c(=O)[nH]c1=O	-3	-1.3	-0.1	0.3	-8	2	-1.5	2	-0.4	-1.3	2.8
O=C(CSc1nc(C2CCCCC2)nc2ccccc12)NCc1ccco1	-6	-0.4	-1.3	1.1	2	-3	-1.4	9	-0.1	-1.3	1.9
CCOC(=O)C1Oc2ccccc2C(c2ccc(C)cc2)=C1C(=O)OC (stereo not given)	-7	-1.3	1.3	-1.0	0	0	-1.5	1	-0.9	-1.1	-0.7
CCCCOc1ccc(N2C(=O)CC(NCc3ccncc3)C2=O)cc1 (stereo not given)	1	1.9	0.1	1.5	-8	4	-2.7	-9	-0.1	0.1	2.2
COCC(C)NC(=O)c1cc(-c2cccc(OC)c2)on1 (stereo not given)	-3	2.5	1.3	4.0	-1	5	0.4	1	2.6	-0.6	5.5
O=C(CCCc1nc2ccccc2s1)N1CCN(S(=O)(=O)c2cccs2)CC1	6	0.1	-1.8	-2.1	-5	-3	-0.1	-4	-1.2	-0.7	-3.1
CCN(CC)S(=O)(=O)c1ccc(-c2nnc(SCC(=O)Nc3cc(OC)cc(OC)c3)o2)cc1	-1	1.0	-0.7	3.1	0	-1	-1.3	-1	-0.5	-1.6	11*
CCOC(=O)c1ccc(NC(=O)CSc2n[nH]c(-c3ccncc3)n2)cc1	0	1.0	-0.9	0.3	-3	-1	1.8	-4	-0.2	-0.6	1.2
COc1ccc(C2=NCCn3cccc32)c(OC)c1	-20	-1.1	-1.4	-0.6	-2	-1	-0.8	-11	0.6	-1.5	0.7
CCOC(=O)c1c(-c2ccc(OC)cc2)csc1/N=C/C1=C(O)CCCC1=O	7	-0.1	-2.7	0.4	0	0	-1.0	4	-0.2	-1.4	2.2
O=C(CCNS(=O)(=O)c1cccc2nonc12)Nc1ccc(Cl)cc1	-3	-0.2	-3.0	-0.4	0	0	-1.9	5	-0.5	-0.5	-2.1
COc1ccc(NC(=O)C2C(=O)NC3(C)CC2c2ccccc2O3)cc1 (stereo not given)	5	13*	-1.5	1.3	-6	-1	1.8	-21	0.1	-1.3	-1.5
O=C(c1ccc(Cl)c(Cl)c1)N1CCC(=O)N(C(COCc2cccc(C(F)(F)F)c2)Cc2ccccc2)CC1 (stereo not given)	-2	4.2	-1.3	0.2	5	-1	-1.4	3	0.6	-1.4	3.3
CSc1ccccc1C(=O)C1CCCN(C(=O)CCc2cccnc2)C1 (stereo not given)	7	-0.7	-1.7	0.5	-12	-2	0.7	-17	-0.9	-1.1	2.6
COC(=O)c1ccccc1NC(=O)CSc1nncn1C	1	0.6	-1.9	1.0	-6	-3	-0.1	-1	0.1	-1.6	1.2
CC(C)C(=O)NC(=S)Nc1ccccc1C(=O)Nc1ccccc1	-3	-0.6	-2.4	-0.1	-1	0	-1.8	-4	0.2	-1.4	2.3
O=C(NCc1ccc(F)cc1)C1CC(=O)N(C2CCCCC2)C1 (stereo not given)	1	-1.3	0.4	2.0	-4	1	0.6	-1	0.0	-1.4	1.8
Cc1ccc(NS(=O)(=O)c2ccc(C3CCCCC3)cc2)cc1	3	2.3	-4.2	-2.2	8.9*	-3	-0.4	11	-1.1	-1.8	-1.9
O=C1NC2(CCCCCCC2)C(=O)N1Cc1ccc(F)cc1	2	1.2	-1.2	1.4	-5	-1	1.6	1	0.0	0.3	-0.6
CCCS(=O)(=O)n1nc(-c2ccc(OC)cc2OC)cc1N	4	1.4	-0.6	0.5	0	1	-0.1	-10	0.2	-1.9	-1.4
COc1ccc(CCNC(=O)CCCCCn2c(SCC(N)=O)nc3cc4c(cc3c2=O)OCO4)cc1OC	0	0.1	-1.9	0.4	-7	-4	-0.8	4	-0.8	-1.3	-1.9
CCN(CC)S(=O)(=O)c1cc(C(=O)Oc2ccccc2OC)ccc1OC	-5	-2.5	0.1	0.2	1	-1	-1.1	6	-0.1	-0.8	-0.2

One compound at a time, from the list above.
Profile of CC(C)C(=O)NC(=S)Nc1ccccc1C(=O)Nc1ccccc1 : NPR1 activator: -3; GAA850 FXN act: -0.6; hcDAF-12 act: -2.4; DAX1 inh-1: -0.1; ADAM17 inh: -1; SMARCA2 act: 0; PG9 binder: -1.8; ADAM10 inh: -4; DAX1 inh-2: 0.2; ssDAF-12 act: -1.4; hgDAF-12 ag: 2.3
Profile of O=C1NC2(CCCCCCC2)C(=O)N1Cc1ccc(F)cc1 : NPR1 activator: 2; GAA850 FXN act: 1.2; hcDAF-12 act: -1.2; DAX1 inh-1: 1.4; ADAM17 inh: -5; SMARCA2 act: -1; PG9 binder: 1.6; ADAM10 inh: 1; DAX1 inh-2: 0.0; ssDAF-12 act: 0.3; hgDAF-12 ag: -0.6
